Bioassay records as filed in PubChem.
UHRF1 binding = UHRF1 methyl-DNA binding inhibition; 370,000 compounds, 0.75% hits; UHRF1 binding to methylated oligo, TR-FRET; Q96T88; AID 687016; inhibition, % at 4.4 µM; in the data active = inhibition above about 21%;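 note: UHRF1 SRA domain binding a hemimethylated CpG hairpin DNA probe; 0% = median of test compound wells and 100% = reference inhibitor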
DDE Tn7 FP inh = inhibitors of Tn7 peptide binding to human fibrin DD(E) | FP displacement of FITC-Tn7 peptide from fibrin DD(E); 0% = median of compound wells per plate | inhibition, % at 8.3 µM | 370,000 compounds, 0.13% hits | AID 720508;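 active = inhibition above the mean of compounds falling within the control limits plus 3 SD of them, cut at about 14% in these data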;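 note: 0% = plate median of compound wells and 100% = 10 µM Aha-Tn7 peptide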
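Also added: labelled Tn7 tracer, 0.1 µM; Assay system: human fibrin DD(E) protein; Amount: 2 µM fibrin DD(E); Schedule: 10 min compound pre-incubation, 3 h probe incubation at room temperature; Repeats: one replicate per compound; Read-out basis: percent inhibition; Measured by: fluorescence polarization of the labelled Tn7 tracer.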
ARFGAP1 inh = inhibitors of rat ARFGAP1; 360,000 compounds, 0.26% hits; AID 651572; inhibition, % at 16.5 µM; Arfgap1-stimulated ARF1 GTP hydrolysis, GDP FP detection;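 active = inhibition above a per-plate limit, mean inhibition of low control wells plus 3 SD, cut at about 25% in these data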;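 note: 0% = DMSO wells with enzyme and 100% = wells lacking Arfgap1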
Target sequence (Q62848 1-136 limits assumed): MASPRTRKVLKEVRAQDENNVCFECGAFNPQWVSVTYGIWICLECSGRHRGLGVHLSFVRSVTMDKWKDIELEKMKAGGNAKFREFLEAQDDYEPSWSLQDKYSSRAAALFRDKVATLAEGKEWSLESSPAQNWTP
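System: truncated rat Arfgap1 GAP domain / Benchmarks: high control wells lacking Arfgap1, low control full reaction with DMSO / Times: compound-enzyme preincubation 20 min, reaction 120 min, detection 60 min, 25 °C / Repeats: one replicate per compound / Also added: human ARF1(Δ1-17)-GTP substrate / Measured by: Tracer-displacement fluorescence polarization with EDTA stop, 620/688 nm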
sPLA2-III inh = Inhibits HGIII-sPLA2 liposome hydrolysis, primary screen | 370,000 compounds, 0.56% hits | Q9NZ20 | QFRET BODIPY PC-A2 liposome hydrolysis, fluorescence | AID 743126 | inhibition, % at 12.2 µM;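 active = inhibition above mean plus 3 SD of compounds lying within the high and low control bounds, cut at about 19% in these data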;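 note: 0% = median of test compound wells and 100% = no enzyme DMSO wells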
PLC-beta3 inh = blocks human PLC-beta3 enzyme activity. Q01970. Purified PLC-beta3, fluorogenic substrate, fluorescence. inhibition, % at 12.2 µM. 370,000 compounds, 0.18% hits. AID 720704; in the data active = inhibition above about 11%;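 note: 0% = median of compound wells on plate and 100% = full blocker control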
ASAP1 inh = blocks human ASAP1-stimulated Arf1 GTP hydrolysis; GDP FP detection; AID 624377; 360,000 compounds, 0.19% hits; Q9ULH1; inhibition, % at 16.5 µM; in the data active = inhibition above about 25%;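 note: 0% = vehicle with enzyme and substrate and 100% = no enzyme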
Target sequence (Q9ULH1 325-724 limits assumed): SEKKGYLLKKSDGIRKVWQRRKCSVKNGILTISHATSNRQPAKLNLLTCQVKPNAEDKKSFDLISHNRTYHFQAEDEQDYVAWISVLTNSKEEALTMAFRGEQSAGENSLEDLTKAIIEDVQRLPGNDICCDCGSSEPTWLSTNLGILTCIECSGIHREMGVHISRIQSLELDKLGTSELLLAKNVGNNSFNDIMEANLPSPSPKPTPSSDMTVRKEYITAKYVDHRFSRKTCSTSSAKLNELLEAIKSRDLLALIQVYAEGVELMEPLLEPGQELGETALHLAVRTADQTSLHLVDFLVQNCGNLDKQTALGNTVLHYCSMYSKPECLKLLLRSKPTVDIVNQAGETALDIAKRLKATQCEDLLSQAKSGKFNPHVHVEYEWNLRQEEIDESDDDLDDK
Tn6 DDE FP = disrupts Tn6 cyclic peptide binding to fibrin D-Dimer-E complex. P02675. inhibition, % at 8.3 µM. Fibrin DD(E) TRITC-Tn6 fluorescence polarization displacement. 370,000 compounds, 0.21% hits;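 active = inhibition above a per-campaign cutoff: mean of compounds within control limits plus 3 SD, cut at about 15% in these data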;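 note: 0% = median of all compound wells on the plate and 100% = blocking peptide control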
KLK7 zymogen act = activates the human kallikrein-7 zymogen; activation, % at 7 µM; P49862; 370,000 compounds, 0.9% hits; purified proKLK7, EDANS-DABCYL substrate fluorescence; 100% is mature enzyme control, 0% vehicle;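 active = activation above the mean of all tested compounds plus 3 SD, computed per campaign excluding outliers beyond control limits, cut at about 13% in these data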
Target sequence (P49862 whole entry, looked up): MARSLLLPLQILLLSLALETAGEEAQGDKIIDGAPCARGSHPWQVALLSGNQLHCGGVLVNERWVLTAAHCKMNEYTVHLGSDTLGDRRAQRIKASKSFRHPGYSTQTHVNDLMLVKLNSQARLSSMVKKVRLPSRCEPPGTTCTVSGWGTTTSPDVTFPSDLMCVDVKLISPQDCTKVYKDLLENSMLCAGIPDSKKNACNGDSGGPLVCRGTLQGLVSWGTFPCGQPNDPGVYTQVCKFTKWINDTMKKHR
PLCg1 inh = inhibitors of human phospholipase C gamma1; P19174; purified PLC-gamma1, fluorogenic substrate, fluorescence; inhibition, % at 12.2 µM; 370,000 compounds, 0.84% hits; in the data active = inhibition above about 9.5%
Rev-erbA mod = Rev-erb alpha (human) modulation; P20393; Rev-erbα–FITC-DNA binding, fluorescence polarization, 90 min; activity, % at 10 µM; 370,000 compounds, 0.79% hits;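 active = activity above about 14%, limit read from the data; passing the limit was not always enough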;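 note: 0% = DMSO wells with 35 nM protein and 100% = DMSO wells with 750 nM protein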
The depositor's hits bear a star; i = inactive; · = no result given.

1: CCOC(=O)Cn1cc(CN2C(C(=O)OC)CN(Cc3ccc(Cl)cc3)CCS2(=O)=O)nn1 (stereo not given)
2: O=C(Nc1ccccn1)c1cccs1
3: O=C(COc1ccc(Cl)cc1Cl)N1CCN(C(=O)c2ccco2)CC1
4: COc1cccc(C(=O)NNS(=O)(=O)c2ccccc2)c1
5: CCOc1ccc(-n2nc3c(SCCN4CCCC4)nnc(C)c3c2C)cc1
6: CCOC(=O)C(=NC(C)C)NNc1cc(Cl)ccc1Cl
7: CC1CC(C)CN(c2ccc(S(=O)(=O)N3CCOCC3)cc2)C1 (stereo not given)
8: CC(C)NC(=O)Cn1cc(C(=O)C2CC2)c2ccccc21
Compound | 1 | 2 | 3 | 4 | 5 | 6 | 7 | 8
UHRF1 binding | 14 | -1 | -3 | 0 | 0 | 2 | 1 | 4
DDE Tn7 FP inh | 3 | 1 | -4 | 1 | 0 | -6 | 3 | 5
ARFGAP1 inh | · | -1 | 5 | -10 | 3 | 14 | 0 | -4
sPLA2-III inh | 6 | 3 | -2 | 2 | 2 | 4 | -3 | 5
PLC-beta3 inh | 0 | 0 | -4 | 3 | -13 | 0 | -10 | -1
ASAP1 inh | · | -8 | -4 | -4 | 1 | 7 | -16 | -6
Tn6 DDE FP | 0 | 0 | 3 | -6 | 1 | 6 | -2 | 2
KLK7 zymogen act | -0.1 | 0.1 | 0.2 | 0.0 | 0.3 | 0.7 | 0.3 | -0.3
PLCg1 inh | 1 | -5 | 1 | 12* | -12 | 2 | 0 | 1
Rev-erbA mod | -1 | -2 | 0 | 0 | -7 | -1 | 0 | -1

9: CCCCC(CC)CNC(=O)C1CC=CCC1C(=O)O (stereo not given)
10: CCc1nc2c(OCC(N)=O)cccn2c1N(C)C(=O)C(C)C
11: CCOc1ccc(Cc2nnc(SCC(=O)Nc3c(C)cccc3C)[nH]c2=O)cc1
12: COc1ccnc(Oc2cc(Cl)cc(Cl)c2)c1C#N
13: COc1ccc(/C=C/C(=O)OCC(=O)NCCc2ccccc2)c(OC)c1
14: COc1ccc(NC(=O)CSCc2ccccc2C)cc1
15: COc1ccc2nc(NC(=O)c3ccc(NS(=O)(=O)c4cccs4)cc3)sc2c1
16: COc1ccccc1C(=O)NN=C1CCN(Cc2ccccc2)CC1
Compound | 9 | 10 | 11 | 12 | 13 | 14 | 15 | 16
UHRF1 binding | -1 | -2 | -5 | 0 | 2 | 1 | 3 | -1
DDE Tn7 FP inh | -2 | -6 | 4 | 3 | -2 | -7 | 4 | -3
ARFGAP1 inh | -2 | -5 | -9 | 1 | 0 | -4 | 13 | 9
sPLA2-III inh | 4 | -5 | -4 | 0 | -6 | 7 | -43 | 5
PLC-beta3 inh | -1 | -4 | -10 | -1 | -6 | 2 | -270 | 5
ASAP1 inh | 15 | -2 | 0 | 8 | 4 | 8 | 4 | 0
Tn6 DDE FP | -3 | 8 | -6 | 0 | 3 | -1 | -15 | 1
KLK7 zymogen act | 0.3 | 1.2 | -0.1 | -0.1 | -0.6 | 0.1 | -3.2 | 0.1
PLCg1 inh | -1 | 0 | 2 | -2 | -6 | 0 | -214 | 7
Rev-erbA mod | -3 | 2 | -4 | 3 | -3 | 5 | -2 | -3

17: CC(=O)c1ccccc1OC(=O)CCN1C(=O)C2C3C=CC(C4CC34)C2C1=O (stereo not given)
18: CCO[C@H]1OC(C(=O)NC2CC2)=C[C@@H](c2c[nH]c3ccccc23)[C@@H]1CCCO
19: CCN(CC)/C(=N\S(=O)(=O)c1ccccc1C)c1ccccc1
20: CN(C)S(=O)(=O)c1cccc(COC(=O)c2cccnc2Cl)c1
21: Cn1cc(S(=O)(=O)CC(=O)Nc2ccc3c(c2)OCCO3)c2ccccc21
22: CC(NC(=O)c1cc(F)c(F)cc1Cl)c1ccncc1 (stereo not given)
23: CCCCC(=O)NCCNc1nc2c(c(=O)n(C)c(=O)n2C)n1Cc1ccccc1
24: CCOc1cccc(-c2nn3c(-c4cc(C)[nH]n4)nnc3s2)c1
Compound | 17 | 18 | 19 | 20 | 21 | 22 | 23 | 24
UHRF1 binding | 20 | 0 | 0 | 1 | 0 | -1 | 1 | -2
DDE Tn7 FP inh | -8 | 0 | -6 | 2 | -1 | -3 | -5 | -3
ARFGAP1 inh | -2 | -5 | 7 | -13 | 15 | 5 | -5 | 5
sPLA2-III inh | -2 | -7 | 2 | -3 | -5 | -1 | -1 | -5
PLC-beta3 inh | 2 | 0 | -2 | 3 | -3 | -3 | 1 | 4
ASAP1 inh | 3 | -2 | 6 | -3 | 17 | -10 | 6 | 4
Tn6 DDE FP | 2 | -1 | -2 | 4 | -4 | 4 | 9 | -3
KLK7 zymogen act | 0.3 | 0.3 | 0.3 | -0.8 | 0.5 | 0.9 | 0.1 | -0.4
PLCg1 inh | 10* | -1 | 2 | 5 | 6 | 0 | 0 | -1
Rev-erbA mod | -4 | 3 | 4 | -5 | -5 | -5 | 1 | -2

25: O=C(COC(=O)CCC(=O)Nc1nccs1)NCc1ccco1
26: O=C(NC(=S)N1CCN(c2ccc([N+](=O)[O-])cc2)CC1)c1ccccc1Cl
27: CCS(=O)(=O)c1ccc2oc(Nc3ccccc3C)nc2c1
28: COc1cc(CN2CCN(c3cccc(C)c3C)CC2)cc(OC)c1O
29: CCCc1c(C(=O)N/N=C(\C)c2ccccc2O)nnn1-c1nonc1N
30: O=C(NC1=NCCS1)c1sc2cc(F)ccc2c1Cl
31: COc1ccccc1NC(=O)c1sc2ncn(CC(=O)N3CCC(C)CC3)c(=O)c2c1C
32: Cc1cc(=O)n(C)c2ccc(S(=O)(=O)N3CCOCC3)cc12
Compound | 25 | 26 | 27 | 28 | 29 | 30 | 31 | 32
UHRF1 binding | 2 | -1 | 2 | 0 | 1 | -1 | 3 | -1
DDE Tn7 FP inh | 2 | 3 | -4 | -1 | 9 | -8 | 6 | 4
ARFGAP1 inh | 5 | 1 | 1 | 2 | 1 | 9 | 5 | 5
sPLA2-III inh | 3 | 10 | -5 | -10 | 16 | -12 | 8 | 2
PLC-beta3 inh | -3 | 0 | 0 | 0 | 1 | 1 | -7 | 1
ASAP1 inh | 7 | 4 | -1 | -4 | -5 | -9 | -12 | 2
Tn6 DDE FP | -1 | -1 | -5 | -1 | 0 | -2 | -2 | 3
KLK7 zymogen act | 0.5 | 0.2 | -0.3 | -0.2 | -0.3 | 0.1 | 0.3 | -0.1
PLCg1 inh | -5 | -3 | -1 | 1 | 2 | 3 | -1 | 1
Rev-erbA mod | -2 | -1 | 2 | -1 | -3 | 1 | 16 | -3

33: O=C(N/N=C/c1c[nH]c2ccccc12)c1[nH]c2ccc(Br)cc2c1-c1ccccc1
34: COc1ccc(C(C)=O)cc1Cn1c(C)c(C(=O)NCc2ccc3c(c2)OCO3)sc1=O
35: CCOC(=O)c1ccc(Oc2nc(NC(C)(C)C)nc(N(C)C)n2)cc1
36: CN(C)c1cccc2c(S(=O)(=O)N3CCCC3)cccc12
37: CCOC(=O)C(NC(=O)NCc1ccc(OC)cc1)(OCC)C(F)(F)F (stereo not given)
38: O=C(COc1ccccc1)Nc1ccc(Cl)cn1
39: Cc1ccc(Nc2nnc(SCC(=O)Nc3ncc(S(=O)(=O)c4ccc([N+](=O)[O-])cc4)s3)s2)cc1
40: O=C(COC(=O)CNC(=O)c1ccc([N+](=O)[O-])o1)Nc1ncc(C(F)(F)F)cc1Cl
Compound | 33 | 34 | 35 | 36 | 37 | 38 | 39 | 40
UHRF1 binding | 0 | -2 | 2 | 2 | -2 | 5 | 4 | 0
DDE Tn7 FP inh | -8 | -5 | 2 | 3 | 12 | -1 | 3 | -5
ARFGAP1 inh | 30* | -1 | -8 | 14 | 6 | -3 | 6 | -1
sPLA2-III inh | 22* | -4 | 5 | 5 | 2 | 13 | 20* | -2
PLC-beta3 inh | -447 | 0 | 2 | i | 3 | -2 | -7 | 0
ASAP1 inh | 1 | 6 | -18 | 3 | -14 | 10 | 8 | 6
Tn6 DDE FP | -18 | -1 | 0 | -7 | -3 | -10 | 1 | -2
KLK7 zymogen act | 84* | 0.3 | 1.0 | 0.9 | -0.1 | 0.2 | 0.1 | -0.4
PLCg1 inh | -319 | -1 | 6 | i | -3 | 9 | 7 | -4
Rev-erbA mod | 4 | 5 | 0 | 8 | 1 | -2 | 2 | -2

41: O=C(Cn1cnc2ccccc2c1=O)Nc1cccc(S(=O)(=O)N2CCCCC2)c1
42: CCOC(=O)C1CCCN(c2nc(C)nc3c2oc2ccccc23)C1 (stereo not given)
43: O=C(CN1CCN(Cc2cccc(Cl)c2)C1=O)NCc1cccs1
44: CCOC(=O)c1cnc(-c2ccccc2)nc1N(C)C
45: Fc1ccc(OCCOCCOc2cccc3[nH]ccc23)cc1
46: C[C@@H](NC(=O)Cn1cnc2c(OCc3ccccc3)ncnc21)c1cccc2ccccc12
47: Cc1nc(COC(=O)c2ccc(S(=O)(=O)N3CCCC3)cc2)cs1
48: CC(C)C[C@H]1CNC(=S)N1CC1CCN(CC2CCC(C(C)(C)C)CC2)CC1 (stereo not given in full)
Compound | 41 | 42 | 43 | 44 | 45 | 46 | 47 | 48
UHRF1 binding | -2 | 0 | 1 | -4 | 0 | 0 | -2 | 2
DDE Tn7 FP inh | 0 | 4 | -1 | -2 | 0 | -2 | 4 | -2
ARFGAP1 inh | 0 | -6 | -11 | -5 | 18 | 3 | -16 | 8
sPLA2-III inh | -19 | 6 | 3 | -1 | -12 | -23 | 1 | -4
PLC-beta3 inh | -74 | -22 | -4 | -2 | 5 | 4 | 3 | 3
ASAP1 inh | -5 | 8 | -5 | -7 | -7 | -4 | 1 | -1
Tn6 DDE FP | -1 | 1 | -6 | 6 | -2 | -2 | 0 | 3
KLK7 zymogen act | 0.3 | -0.5 | 0.2 | 0.1 | 0.1 | -0.7 | 0.4 | -0.5
PLCg1 inh | 0 | -16 | 2 | -1 | 2 | 0 | -28 | -1
Rev-erbA mod | 5 | -2 | 3 | 3 | -6 | -4 | -4 | 0

Record cards, from the list above.
Fc1ccc(OCCOCCOc2cccc3[nH]ccc23)cc1 in the list: UHRF1 binding: 0; DDE Tn7 FP inh: 0; ARFGAP1 inh: 18; sPLA2-III inh: -12; PLC-beta3 inh: 5; ASAP1 inh: -7; Tn6 DDE FP: -2; KLK7 zymogen act: 0.1; PLCg1 inh: 2; Rev-erbA mod: -6
O=C(CN1CCN(Cc2cccc(Cl)c2)C1=O)NCc1cccs1 in the list: UHRF1 binding: 1; DDE Tn7 FP inh: -1; ARFGAP1 inh: -11; sPLA2-III inh: 3; PLC-beta3 inh: -4; ASAP1 inh: -5; Tn6 DDE FP: -6; KLK7 zymogen act: 0.2; PLCg1 inh: 2; Rev-erbA mod: 3

2 entries drawn at random from the list so far:
44: CCOC(=O)c1cnc(-c2ccccc2)nc1N(C)C
47: Cc1nc(COC(=O)c2ccc(S(=O)(=O)N3CCCC3)cc2)cs1
Compound | 44 | 47
UHRF1 binding | -4 | -2
DDE Tn7 FP inh | -2 | 4
ARFGAP1 inh | -5 | -16
sPLA2-III inh | -1 | 1
PLC-beta3 inh | -2 | 3
ASAP1 inh | -7 | 1
Tn6 DDE FP | 6 | 0
KLK7 zymogen act | 0.1 | 0.4
PLCg1 inh | -1 | -28
Rev-erbA mod | 3 | -4
